# Assay outcomes: PubChem, National Center for Advancing Translational Sciences (NCATS)
# MmCpn inh: blocks the Methanococcus maripaludis chaperonin Mm-Cpn; purified Mm-Cpn ATPase, ADP Transcreener TR-FRET; Potency, µM (highest dose often 76.9 µM), without a hit: at the highest dose activity, negative = inhibition, hits mostly inhibitors; hit rate 0.031% among 330,000; AID 504842; further: potency means the concentration at half of the fitted maximal effect; on the % scale 0 is the no-effect control and ±100 the full control effect; nearly all actives have a fitted effect of over 80% in size
#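 TR-FRET (320 nm excitation; 590 and 665 nm emission) reports ADP made from 10 uM ATP by 25 nM enzyme; compounds were preincubated 10 min, reaction run 30 min, both at 37°C.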
# CCT modulator: cytosolic chaperonin activity modulation. purified chaperonin ATPase assay, HTRF ADP detection, 30 min. activity change, % (concentration not given with the values), hits read low. AID 651819. hit rate 0.3% among 360,000; in the data active means activity change below about -30%; further: on the % scale 0 is the no-effect control and ±100 the full control effect
#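 ATPase activity: ADP formed was measured by HTRF Transcreener (665/615 nm ratio) after 30 min at 37 deg C with 10 uM ATP. Compounds screened at one 76 uM concentration against 40 or 20 nM TRiC in Tris pH 7.4/KCl/MgCl2/DTT buffer.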
# Nrf2 ARE act: Nrf2 pathway activation. AREc32 ARE-luciferase reporter (MCF7-derived line), luminescence, 24 h. hit rate 0.31% among 410,000. Potency, µM (top dose mostly 46.1 µM), inactives show top-dose activation, most hits filed as activators. AID 624171; further: potency means the concentration at half of the fitted maximal effect; % of control where 0% means no effect; nearly all actives have a fitted effect of over 65% in size
#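 Cells of the AREc32 ARE-luciferase line are plated in OPTI-MEM containing 5% FBS and left overnight at 37 deg C. Compounds are pinned in, incubation continues 24 hr, and firefly luciferase signal is then measured.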
# A549 viability: kills or reduces viability of A549 cells in Nrf2 counter-screen | Potency, µM (top dose mostly 46 µM), for inactives: top-dose activity change, negative = cytotoxicity, most hits filed as inhibitors | hit rate 0.16% among 390,000 | A549 ARE-Fluc cells, CellTiter-Fluor viability, 18-24 h; further: potency means the concentration at half of the fitted maximal effect; on the % scale 0 is the no-effect control and ±100 the full control effect
#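 A549 ARE_Fluc cells in 5% FBS OPTI-MEM were exposed to compounds in concentration-response for 18-24 h at 37 deg C. Viability was read by CellTiter-Fluor fluorescence (Ex 405/Em 525) after 30 min, before the luciferase read.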
# Nrf2 inh: Nrf2 pathway inhibition. Potency, µM (top dose mostly 46 µM), without a hit: top-dose activity change, negative = inhibition, actives largely listed as inhibitors. A549 ARE-Fluc reporter, luciferase luminescence, 18-24 h. hit rate 2.1% among 360,000; further: potency means the concentration at half of the fitted maximal effect; on the % scale 0 is the no-effect control and ±100 the full control effect; nearly all actives have a fitted effect of over 60% in size
#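 Concentration-response testing used A549 ARE_Fluc cells at 5000 cells/well. Following an 18-24 h compound incubation, viability was read by fluorescence (Ex 405/Em 525) and luciferase output by luminescence.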
# Abeta yeast res: restores growth of yeast expressing A-beta42 peptide; yeast expressing A-beta42, growth rescue, OD600, 48 h; response scale: 0% DMSO, 100% iron-clioquinol control; Potency, µM (top dose mostly 46.1 µM), for inactives: at the highest dose growth rescue, actives largely listed as activators; hit rate 0.063% among 410,000; AID 1347071; further: potency means the concentration at half of the fitted maximal effect; nearly all actives have a fitted effect of over 55% in size
#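 Yeast A-beta toxicity model in growth medium with pinned compounds, 48 h at 30 C; growth read as absorbance at 600 nm. Normalized to FeCl3/clioquinol equimolar mix (positive) and DMSO (negative).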
# Akt phos inh: Akt phosphorylation inhibition; hit rate 0.32% among 360,000; activity change, % for hits at 50 µM; Neuro2A IGF-stimulated pAkt S473 HTRF, 20 min; active compounds read low; in the data active means activity change below about -80%; inconclusive means mostly about -51% to -80%; further: on the % scale 0 is the no-effect control and ±100 the full control effect
#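 Neuro2A cells (4,500/well, DMEM with 0.5% FBS) were treated with compound at a single 50 µM final concentration, stimulated with 6 nM IGF for 20 min at 37 °C, and lysed. Phospho-Akt Ser473 was read by HTRF as 665/615 ratio ×10^4.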
# HepG2 viability: HepG2 cytotoxicity, counter-screen for TGF-b inhibitors; HepG2 CAGA-GFP viability, ATP luminescence, 18 h; Potency, µM (highest dose often 46.1 µM), inactives show at the top dose activity change, negative = cytotoxicity, actives largely listed as cytotoxic; hit rate 0.76% among 410,000; AID 588856; further: potency means the concentration at half of the fitted maximal effect; some results filed as inactive show a strong effect at the top dose
#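 HepG2 CAGA-GFP cells (1000/well, DMEM with 1% FBS) received compound, then TGF-beta at 500 pg/mL final, and were incubated 18 hours at 37 degrees C. Viability was read by CellTiter-Glo luminescence. Media-only wells were set as complete cell-killing and DMSO as no toxicity.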
# TGFb SMAD3 inh: TGF-b pathway inhibition. HepG2 CAGA-GFP TGF-b/SMAD3 reporter, GFP fluorescence, 18 h; TGF-beta stimulated, 500 pg/mL final. Potency, µM (top dose mostly 46.1 µM), inactives show at the highest dose activity, negative = inhibition, hits mostly inhibitors. hit rate 1.2% among 410,000; further: potency means the concentration at half of the fitted maximal effect; on the % scale 0 is the no-effect control and ±100 the full control effect; nearly all actives have a fitted effect of over 65% in size
#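 Cell-based qHTS in HEPG2 carrying a CAGA-GFP Smad reporter; compounds added before 500 pg/mL final TGF-beta, 18 h incubation at 37 degrees C, GFP fluorescence quantified per cell by imaging cytometry.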
# The depositor's hits bear a star; i = inactive; ? = inconclusive; · = no result given; & = joins results of further samples; [ ] = dose if it differs, or a comment. Unless noted, the call rests on the fitted dose curve; in most records, active means well fitted curve in the direction sought with a large enough effect; inconclusive means small, poorly fitted or top-dose-only effect, or another doubt; inactive means no such curve, though single readings can be large; an effect the other way counts as inactive or inconclusive. Rows were taken by chance; about 4.3% have a hit in one of these screens.
# The line under a structure holds: MmCpn inh	CCT modulator	Nrf2 ARE act	A549 viability	Nrf2 inh	Abeta yeast res	Akt phos inh	HepG2 viability	TGFb SMAD3 inh
CC(=NCc1cccnc1)C1=C(O)c2ccccc2C1=O
  -3%	0.2	-0.2%	2%	?	5%	i	-14%	7%
CCCCCC1CC(CC#CCN2CCOCC2)C(=O)O1 (stereo not drawn)
  -1%	1.2	-0.7%	4%	12%	-8%	i	-2%	-27%
O=C(NNC(=O)c1ccccc1O)c1cccc(Br)c1
  -1%	-0.5	14%	1%	5%	-16%	i	-28%	-1%
CC(=O)c1c(N2CCN(C)CC2)nc(=S)n(Cc2ccccc2)c1C
  -1%	0.6	0.4%	-14%	-5%	12%	i	-6%	-3%
COC(=O)[C@H](C)NC(=O)NCc1ccccc1
  -1%	-2.4	0.4%	-2%	-9%	-1%	i	-9%	-16%
COCCNC(=O)C1(C)CCN(C(=O)Cc2ccc(OC)c(OC)c2)C1 (stereo not drawn)
  ·	-0.7	-0.6%	·	·	-18%	i	-9%	31%
COc1ccc(CNC(=O)/C=C/c2cc([N+](=O)[O-])ccc2OC(F)F)cc1OC
  2%	0.3	-0.6%	1%	-7%	3%	i	-2%	-27%
CC(C)CCNC(=O)CN(Cc1ccco1)C(=O)c1snc(C(N)=O)c1N
  1%	-0.5	2.8%	0%	2%	-12%	i	-9%	6%
Cc1[nH]nc(SCC(=O)NCc2ccc(Cl)cc2)c1[N+](=O)[O-]
  4%	-2.3	0.1%	-1%	0%	-15%	i	6%	1%
CCNS(=O)(=O)c1ccc(CCC(=O)N2CCN(C(=O)OCC)CC2)cc1
  1%	-0.6	-0.2%	2%	-12%	0%	i	-2%	-6%
CC(C)c1ccc(C2(O)C(=O)Nc3cc(Br)ccc32)c(O)c1 (stereo not drawn)
  0%	0.8	11%	-4%	?	-15%	i	-34%	?
c1ccc(COc2ccccc2CNC2CCCC2)cc1
  1%	0.9	-0.5%	0%	-2%	1%	i	-6%	-3%
COc1ccc(N2CCN(C(=O)c3nn(-c4ccc(C)cc4)c(=O)n(C)c3=O)CC2)cc1
  ·	·	1.0%	8%	·	-8%	·	15%	-17%
COc1ccccc1NCC(O)COc1ccc(C(C)(C)C)cc1 (stereo not drawn)
  -2%	-1.0	0.7%	1%	5%	-64%[inhibitor]	i	-85%	?
COc1ccc(OC)c(NCc2nnc(-c3ccccc3)o2)c1
  -5%	-3.0	2.5%[9.22 µM]	14%	5%	3%	i	0%	23%

# Looked up by compound from above, two records:
# The line under a structure holds: MmCpn inh	CCT modulator	Nrf2 ARE act	A549 viability	Nrf2 inh	Abeta yeast res	Akt phos inh	HepG2 viability	TGFb SMAD3 inh
COC(=O)[C@H](C)NC(=O)NCc1ccccc1
  -1%	-2.4	0.4%	-2%	-9%	-1%	i	-9%	-16%
c1ccc(COc2ccccc2CNC2CCCC2)cc1
  1%	0.9	-0.5%	0%	-2%	1%	i	-6%	-3%

# (next part)
# The line under a structure holds: MmCpn inh	CCT modulator	Nrf2 ARE act	A549 viability	Nrf2 inh	Abeta yeast res	Akt phos inh	HepG2 viability	TGFb SMAD3 inh
COc1ccc(C2C(C(N)=O)=C(C)Nc3nc(CCCO)nn32)c(OC)c1 (stereo not drawn)
  ·	·	-0.1%	-2%	-6%	-10%	·	-13%	?
CCCN1C(=O)/C(=C/c2ccc(OCc3ccc(C(=O)O)cc3)c(OC)c2)NC1=S
  ·	0.5	-1.4%	2%	2%	-12%	i	15%	-2%
COc1ccc(-c2cn(CCO)c(-c3ccc(Cl)nc3)n2)cc1
  2%	1.3	-0.2%	4%	2%	0%	i	-46%	28%
Cc1cccc(NC(=O)NCC(c2ccc(F)cc2)N2CCN(C)CC2)c1 (stereo not drawn)
  0%	-3.7	3.0%	-14%	1%	0%	i	-16%	5%
CSc1ccc(CN2CCc3c([nH]c4ccccc34)C2)cc1
  -1%	-3.4	4.9%	-3%	-5%	7%	i	-23%	?
CC(=O)N1c2ccc3ccccc3c2C(C)CC12CCCCC2 (stereo not drawn)
  1%	-2.9	0.5%	14%	?	4%	i	-35%	?
CS(=O)(=O)c1ccc(C(=O)Nc2ccccc2N2CCOCC2)c(Cl)c1
  0%	2.0	0.0%	4%	1%	-1%	i	-24%	-17%
CCC(C(=O)OCC(=O)NCc1ccc2c(c1)OCO2)c1ccccc1 (stereo not drawn)
  1%	-2.3	-0.8%	-2%	1%	-3%	i	-9%	-3%
CC1CCc2nc(/C(C#N)=C/c3ccncc3)sc2C1 (stereo not drawn)
  -1%	3.6	6.7%	0%	-2%	-14%	i	-6%	-25%
O=C(CN1CCN(c2ccccc2)CC1)Nc1cccc([N+](=O)[O-])c1
  0%	-0.8	4.8%	8%	?	9%	i	1%	-8%
CCOc1ccc(CCN2C(=S)N([C@@H](Cc3ccc(O)cc3)CN3CCC[C@@H]3CN3C(=S)NC[C@@H]3CC(C)C)C[C@@H]2Cc2ccccc2)cc1
  ·	0.9	1.5%	·	·	-3%	i	-10%	?
Cc1cc(C)nc(CCNC(=O)C2CCC(=O)N(Cc3ccccc3F)C2)n1 (stereo not drawn)
  ?	1.1	-0.8%	1%	13%	-17%	i	3%	-6%
CSc1ncccc1C(=O)OCC(=O)NC(C)CCc1ccccc1 (stereo not drawn)
  -1%	2.4	-0.8%	1%	-1%	-10%	i	-18%	-11%
COc1ccc(/C=C/C(O)=C2/C(=O)N(C)C3(C)CC2c2ccccc2O3)cc1 (stereo not drawn)
  2%	-0.4	1.1%	?	29µM*	10%	i	-19%	6%
COc1ccccc1NS(=O)(=O)c1cc(NC(=O)CCc2nc3ccccc3c(=O)[nH]2)ccc1C
  -1%	-1.8	5.1%	-13%	?	6%	i	-27%	-4%
Cc1ccc(NC(=O)CN2C(=O)C(C)(C)c3ccccc32)cc1
  ·	·	0.5%	0%	·	-3%	·	-9%	-2%
CCN(Cc1nc2ccccc2c(=O)[nH]1)C(=O)c1cc2c(s1)CCCCC2
  -11%	0.9	-0.2%	-8%	2%	12%	i	-50%	8%
CC(C)CC(CO)N1CCN(C(=O)c2ccccc2)CCC1=O (stereo not drawn)
  ·	-0.4	3.0%	-3%	11%	8%	i	1%	5%
Cc1n[nH]c(=O)c2c(NC(=O)CSc3nc4ccccc4c(=O)n3CCCO)oc(C)c12
  0%	-2.5	0.0%	1%	0%	3%	i	3%	-3%
CCCCOC(=O)c1ccc(NC(=O)C(=O)NCC2CCCO2)cc1 (stereo not drawn)
  -1%	1.6	-0.4%	-18%	-43%	18%	i	16%	0%
Oc1ccccc1CNc1cnc2ccccc2c1
  1%	0.3	?	-13%	?	0%	·	-14%	?
Cc1ccc(S(=O)(=O)Nc2ccc3c(c2)C(=O)N([C@@H](C)CO)C[C@@H](C)[C@@H](CN(C)CC2CC2)OCCCC[C@@H](C)O3)cc1
  ·	-0.7	0.2%	·	·	11%	i	5%	3%
CCc1ccc(NC(=O)C(NS(=O)(=O)c2cccc3nsnc23)c2ccccc2)cc1 (stereo not drawn)
  -2%	-1.3	7.7%&3.0%	?	?	?	i	-17%&-16%	?
ClC1(Cl)CC1Cn1cnc2ccccc21 (stereo not drawn)
  -1%	0.8	-0.2%	4%	-23%	20%	i	-7%	0%
COc1ccc(CCNC(=O)CCC(=O)Nc2ccc3nc(N4CCN(C)CC4)cc(C)c3c2)cc1OC
  0%	-0.4	2.2%	9%	-21%	·	i	-27%	-8%
CC12CCC(C(=O)N(NC(=O)c3ccc(O)cc3)C1=O)C2(C)C (stereo not drawn)
  -1%	-1.7	-0.2%	13%	-12%	-11%	i	-11%	1%
COc1cccc(-c2nc(NC(C)C)c3ccccc3n2)c1O
  -1%	0.2	0.3%	·	?	14%	i	-55%	?
CCc1nnc(NC(=O)CCc2c[nH]c3ccccc23)s1
  1%	-0.1	3.3%	-7%	-17%	-6%	i	2%	-9%
Cc1ccc(S(=O)(=O)N2CCC(C(=O)NC3CC(C)(C)NC(C)(C)C3)CC2)cc1C
  1%	0.8	-0.5%	14%	10%	-8%	i	9%	13%
COc1ccccc1-c1nc(C#N)c(N2CCN(c3cccc(Cl)c3)CC2)o1
  5%	-1.6	0.4%	17%	8%	-1%	i	-18%	24%
O=C1CCC/C(=N\NC(=O)c2ccc(COc3ccccc3-c3ccccc3)cc2)C1
  -1%	-2.4	-0.7%	-2%	4%	-11%	i	-22%	-14%
COc1cccc(NC(=S)NC2CC(C)CC(C)(C)C2)c1 (stereo not drawn)
  ·	0.1	4.0%	·	·	27%	i	-77%	?
COc1cc(NC(=O)C2CC2)c(OC)cc1NC(=O)CCC(=O)NC1CCN(Cc2ccccc2)CC1
  -1%	-4.2	2.1%	6%	-6%	-7%	i	-2%	-20%
CCOCCCNC(=O)C1CCC(CNS(=O)(=O)c2ccc(Cl)cc2)CC1 (stereo not drawn)
  1%	0.4	0.0%	-14%[1.84 µM]	1%	-28%	i	-8%	1%
N#Cc1nccnc1N1CCN(C(=O)Nc2ccccc2)CC1
  0%	-0.1	-0.3%	-13%	-22%	-8%	i	18%	-5%
CCC(CC)C(=O)N1CCN(Cc2nc3ccccc3c(=O)[nH]2)CC1
  2%	-1.0	-0.1%	-6%	8%	15%	i	-16%	0%
COc1ccc(C(=O)CSc2nnc3ccc(-c4ccccn4)nn23)cc1
  -2%	1.3	-0.6%	2%	3%	11%	i	-24%	-1%
